phage Ecoli inh: E. coli growth loss with phage present; growth absorbance; inhibition, % at 11.9 µM; actives 0.26% (n = 360,000); in the data active means inhibition above about 11%
E coli growth: reduces bacterial viability in AddAB counter-screen. E. coli V3065 growth, OD600 absorbance, 18 h. inhibition, % at 11.9 µM. actives 0.27% (n = 330,000). AID 449728;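 active means inhibition above the campaign's mean inhibition across all tested compounds plus 3 SD, cut at about 9.9% in these data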;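 further: uninfected addAB+ strain grown without phage in ampicillin broth; 0% = DMSO wells and 100% = ciprofloxacin 0.95 µg/ml wells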
PKA-R2B act: activates the human PKA-R2B holoenzyme complex; P22694+P31323; PKA-R2B holoenzyme dissociation, Cy5-IP20 fluorescence polarization; R2B truncated from residue 108, S112A mutant; 0% DMSO only, 100% 113 µM cGMP; actives 0.079% (n = 340,000); activation, % at 11.4 µM; AID 504700;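 active means activation above a cutoff set at the mean over all compounds plus 3 SD, cut at about 18% in these data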;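 further: higher means more holoenzyme dissociation and a rise in polarization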
HTR5A inv ag: HTR5A inverse agonism, opioid heterodimer counter-screen | P47898 | HTR5A cell line, luminescence | inhibition, % at 9.3 µM | actives 0.083% (n = 340,000) | AID 504634; in the data active means inhibition mostly above about 23%, no sharp cut-off; inactive means mostly below about 18%;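 further: 0% = cells with DMSO and 100% = no-cell wells with DMSO; some compounds called inactive have numbers as strong as hits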
Mot1-301 SUMO: blocks SUMOylation pathway, rescuing yeast Mot1-301 growth; S. cerevisiae Mot1-301 growth rescue, ATP luminescence, 38.5C; percent above DMSO median, 100 means doubled; growth rescue, % at 18.8 µM; actives 1% (n = 320,000);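 active means every valid replicate shows activation above 250% relative to neutral control wells; inactive means the rest, any valid replicate at or below 250%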;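 further: OY570 slx delta 5 strain wells were the positive control but not used for scaling; some compounds called inactive have numbers as strong as hits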
PKA-R1A activ: activators of PKA-R1A complex; PKA-R1A dissociation, Cy5-IP20 fluorescence polarization; scaled: DMSO 0%, 113 µM cGMP 100%; activation, % at 11.4 µM; AID 504707; actives 0.083% (n = 340,000); P00514+P68181;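 active means percent activation above the mean of all tested compounds plus 3 SD, cut at about 19% in these data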;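 further: higher means more PKAc released from R1A so a rise in polarization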
OPRM1-OPRD1 ag: OPRM1-OPRD1 heterodimerization agonism | P35372+P41143 | cells, luminescence | activation, % at 9.3 µM | actives 0.3% (n = 340,000); in the data active means activation above about 18%;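 further: 0% = vehicle-treated cells and 100% = reference agonist; values of inactives mirror those of a sister screen read the other way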
Target sequence (P35372 whole entry, looked up): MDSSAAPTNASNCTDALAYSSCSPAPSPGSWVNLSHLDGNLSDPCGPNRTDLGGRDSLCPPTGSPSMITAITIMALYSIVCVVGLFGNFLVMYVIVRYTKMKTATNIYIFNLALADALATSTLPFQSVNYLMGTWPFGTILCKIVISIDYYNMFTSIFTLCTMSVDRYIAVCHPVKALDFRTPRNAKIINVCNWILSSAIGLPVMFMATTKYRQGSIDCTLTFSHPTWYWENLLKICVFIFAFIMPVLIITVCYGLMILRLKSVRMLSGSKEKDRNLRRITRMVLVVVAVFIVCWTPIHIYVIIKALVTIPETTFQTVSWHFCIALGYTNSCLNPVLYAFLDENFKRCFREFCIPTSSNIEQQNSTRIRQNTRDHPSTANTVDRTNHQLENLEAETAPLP
Target sequence (P41143 whole entry, looked up): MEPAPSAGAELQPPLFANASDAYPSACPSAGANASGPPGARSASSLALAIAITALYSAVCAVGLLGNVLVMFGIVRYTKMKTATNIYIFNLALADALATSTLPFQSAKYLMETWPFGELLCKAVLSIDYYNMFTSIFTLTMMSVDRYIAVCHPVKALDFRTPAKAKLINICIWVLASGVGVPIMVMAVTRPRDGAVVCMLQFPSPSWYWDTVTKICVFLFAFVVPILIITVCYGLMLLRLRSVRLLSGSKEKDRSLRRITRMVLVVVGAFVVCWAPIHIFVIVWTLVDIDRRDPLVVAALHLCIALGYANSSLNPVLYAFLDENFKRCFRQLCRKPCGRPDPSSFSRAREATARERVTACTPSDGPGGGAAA
OPRM1-OPRD1 inv: mu-delta opioid heterodimer inverse agonism. P35372+P41143. cell-based MOR-DOR heterodimer luminescence. inhibition, % at 9.3 µM. actives 0.21% (n = 340,000). AID 504357; in the data active means inhibition above about 22%, passing the limit was not always enough;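 further: 0% = cells with DMSO and 100% = wells without cells with DMSO; values of inactives mirror those of a sister screen read the other way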
Tat export inh: inhibitors of E. coli Tat protein transport; E. coli MC4100 TorA-mCherry Tat export, fluorescence; inhibition, % at 10 µM; actives 0.036% (n = 340,000); AID 488895;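 active means mean replicate inhibition at least 50% and at least half of replicates individually reaching 50%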;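 further: exported cargo escapes ClpAP degradation while cytoplasmic cargo is degraded and loses fluorescence; 0% = median of neutral control wells and 100% = median of NaSCN control wells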
PfHsp90 yeast 2: growth inhibition of yeast expressing Plasmodium Hsp90; S. cerevisiae expressing PfHsp90, BacTiter-Glo ATP, 48 h; yeast lacking PDR1 and PDR3 efflux regulators; inhibition, % at 9.4 µM; actives 0.32% (n = 310,000);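 active means every replicate shows inhibition above about 80%, whatever the replicate mean, limit read from the data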;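 further: 0% = DMSO neutral controls and 100% = 20 µM radicicol positive controls; yeast relying on Plasmodium falciparum Hsp90 in place of its own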
AddAB inh: less growth of phage-infected E. coli with AddAB. AID 435030. inhibition, % at 11.9 µM. actives 0.29% (n = 330,000). E. coli expressing H. pylori AddAB, absorbance growth; in the data active means inhibition above about 12%;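 further: 0% = vehicle wells of infected cells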
Starred values were filed as active, the others as inactive; · = not tested or not shown. No enrichment for hits. Share with any hit: about 2.2%.

SMILES | phage Ecoli inh | E coli growth | PKA-R2B act | HTR5A inv ag | Mot1-301 SUMO | PKA-R1A activ | OPRM1-OPRD1 ag | OPRM1-OPRD1 inv | Tat export inh | PfHsp90 yeast 2 | AddAB inh
NC(=O)CC(NC(=O)Cc1cccc2ccccc12)c1ccc(NCCN2CCCCC2)c([N+](=O)[O-])c1 (stereo not drawn) | 3.2 | 0.7 | -1 | 3 | 14 | -2 | -2.4 | 11 | -10 | -8 | 3.2
Cc1cc(C)nc(N/C(=N\S(=O)(=O)Cc2ccccc2)Nc2ccccc2Br)n1 | 3.2 | 1.6 | -2 | -23 | 8 | 10 | -1.8 | 10 | 5 | 19 | 2.7
Cc1ccc(C(=O)Nc2cccc(C(=O)O)c2)cc1S(=O)(=O)N1CCCCC1 | · | -3.2 | -9 | 2 | -18 | 3 | -2.5 | 10 | 2 | 11 | 5.1
CCN1CCCC1CNS(=O)(=O)c1cc(Br)cc2c1N(C(=O)C1CC1)CC2 (stereo not drawn) | 1.7 | -1.1 | -4 | -11 | 23 | 8 | -2.8 | 16 | -10 | · | -3.9
CCOC(=O)C1=C(c2ccccc2)Nc2ncnn2C1c1cc(OC)cc(OC)c1OC (stereo not drawn) | 1.9 | 2.0 | 4 | 5 | -9 | -10 | -3.0 | 15 | -5 | -33 | 1.1
O=C1CN2NC(=S)N(c3ccccc3)C2=CN1c1ccc(Cl)cc1 | 6.1 | 0.4 | -5 | 10 | -12 | -4 | -2.4 | 13 | -24 | 11 | 1.2
O=C(c1cc(-c2cccs2)nc2ccccc12)N1CCN(CCO)CC1 | 2.6 | · | -10 | -7 | · | -8 | -4.0 | 19 | 1 | 0 | ·
CNC(=O)C(Sc1nc(C)nc2c1oc1ccccc12)C(C)=O (stereo not drawn) | 2.2 | 1.4 | -17 | 0 | -2 | -6 | -1.4 | 8 | 7 | 1 | -2.1
COc1ccc(O)c(/C=N/NC(=O)c2ccc(N3CCCC3=O)cc2)c1 | 2.1 | -0.8 | -7 | -10 | 3 | -6 | 0.2 | -2 | 11 | 8 | 9.3
CCN(CC)S(=O)(=O)c1ccc2c(c1)c(=O)c(C(=O)NCc1cccs1)cn2C | 1.5 | -0.3 | -3 | 9 | 20 | -9 | -1.9 | 10 | -4 | -1 | 2.1

Entries of single compounds, looked up by structure.
Results for `O=C(c1cc(-c2cccs2)nc2ccccc12)N1CCN(CCO)CC1` → phage Ecoli inh: 2.6; E coli growth: ·; PKA-R2B act: -10; HTR5A inv ag: -7; Mot1-301 SUMO: ·; PKA-R1A activ: -8; OPRM1-OPRD1 ag: -4.0; OPRM1-OPRD1 inv: 19; Tat export inh: 1; PfHsp90 yeast 2: 0; AddAB inh: ·
Results for `CNC(=O)C(Sc1nc(C)nc2c1oc1ccccc12)C(C)=O` (stereo not drawn) → phage Ecoli inh: 2.2; E coli growth: 1.4; PKA-R2B act: -17; HTR5A inv ag: 0; Mot1-301 SUMO: -2; PKA-R1A activ: -6; OPRM1-OPRD1 ag: -1.4; OPRM1-OPRD1 inv: 8; Tat export inh: 7; PfHsp90 yeast 2: 1; AddAB inh: -2.1

Next section:
SMILES | phage Ecoli inh | E coli growth | PKA-R2B act | HTR5A inv ag | Mot1-301 SUMO | PKA-R1A activ | OPRM1-OPRD1 ag | OPRM1-OPRD1 inv | Tat export inh | PfHsp90 yeast 2 | AddAB inh
COc1ccccc1OCC(=O)Nc1cc(S(=O)(=O)N2CCCCC2)ccc1N1CCCCC1 | 2.6 | -4.3 | 3 | 24 | -5 | -4 | -0.3 | 2 | -4 | -15 | -1.6
COc1cc2c(cc1OC)C(c1cccc([N+](=O)[O-])c1)NC(=O)C2 (stereo not drawn) | 4.1 | -0.2 | 2 | 2 | -17 | -8 | -1.6 | 8 | 1 | 6 | -1.8
CCCn1c(SCC(=O)Nc2cc(Cl)ccc2OC)n[nH]c1=O | 2.8 | -1.4 | -1 | 6 | -21 | -11 | -2.1 | 12 | 4 | -16 | 1.9
COc1ccc([N+](=O)[O-])cc1NS(=O)(=O)c1cc(C(=O)N2CCN(C)CC2)ccc1OC | 0.5 | -1.6 | -10 | -3 | 2 | 3 | 1.2 | -5 | -9 | · | 0.9
CCNC(=S)NNC(=O)c1ccc(S(=O)(=O)NCc2ccco2)cc1 | 3.4 | -0.6 | 1 | -4 | 11 | -2 | -2.4 | 12 | 22 | · | 1.1
CCN1CCCc2cc(CN(CCN3CCOCC3)C(=O)Nc3ccc(C)c(C)c3)ccc21 | 3.2 | 0.2 | 8 | 6 | -16 | -1 | 1.7 | -9 | 3 | 1 | -0.1
NC(=O)Nc1ccc(F)cc1 | 1.1 | -1.0 | 9 | -1 | -20 | 14 | -1.4 | 8 | -1 | -16 | -0.3
O=c1cc(CCc2ccccc2)oc2cccc(O)c12 | 3.1 | · | -2 | 7 | · | 10 | 0.9 | -5 | 12 | -22 | ·
COCCNCCCOc1ccc(Br)cc1Cl | 2.2 | 2.6 | -3 | -2 | -2 | -11 | -2.1 | 11 | 17 | 8 | 3.4
COc1cccc(CNC(=O)CNC(=S)N(Cc2ccccc2)Cc2ccccc2F)c1 | 0.3 | · | 1 | -4 | · | 7 | 3.5 | -16 | 18 | 12 | ·
CCOC(=O)C1(C)NC(c2cc(OC)c(OC)c(OC)c2)C2C(=O)N(CC)C(=O)C21 (stereo not drawn) | 4.0 | -1.4 | -7 | 7 | -13 | -16 | -1.4 | 8 | 4 | 7 | -0.2
S=C(c1ccccc1)N1CCCc2ccccc21 | 0.9 | 0.8 | -9 | 3 | -10 | 1 | -3.6 | 19 | 1 | -39 | -0.5
O=C(NCc1cccc2[nH]ccc12)C1CCC(=O)N(CCc2ccccc2)C1 (stereo not drawn) | -1.3 | -1.9 | -1 | -2 | 0 | 14 | 0.3 | -2 | 6 | -19 | 0.9
CCNc1nc2c(c(=O)[nH]c(=O)n2C)n1CCCc1ccccc1 | 2.7 | -0.6 | -7 | -3 | 8 | -3 | 0.5 | -2 | -10 | -7 | -1.2
O=C(Cc1c(Cl)cccc1Cl)Nc1cccc(S(=O)(=O)N2CCOCC2)c1 | -0.3 | -0.2 | -7 | 6 | 180 | -7 | -1.1 | 5 | -7 | -17 | 3.1
COC(=O)c1cc2ccsc2n1Cc1nc(-c2cccc(Cl)c2)oc1C | 3.9 | 0.6 | 1 | 6 | 9 | -5 | 1.6 | -9 | 13 | 8 | 0.6
Cc1[nH]c(C(=O)N/N=C/c2ccc(N(C)C)cc2)c(C)c1C(=O)N/N=C/c1ccc(N(C)C)cc1 | 2.7 | -0.1 | 2 | 2 | 86 | -9 | -1.0 | 4 | -1 | 9 | 2.4
CC1(c2ccccc2Cl)NC(=O)N(CC(=O)N2CCN(S(=O)(=O)c3ccccc3)CC2)C1=O (stereo not drawn) | 1.5 | -0.5 | 3 | -6 | -16 | 2 | 0.5 | -3 | -7 | 8 | 1.2
Cc1cccc(-n2c(C)cc(C=C3C(=O)c4ccccc4C3=O)c2C)c1 | 2.9 | -0.8 | -9 | 6 | -7 | -2 | 0.7 | -4 | 11 | 14 | 3.2
COC(=O)c1cn(-c2ccccc2)nc1-c1ccc(OC)cc1 | 1.4 | -0.1 | 2 | -3 | · | -2 | 3.3 | -16 | -4 | -1 | 2.4
CCCCC(=O)Nc1cccc(NC(=O)c2ccc(Br)o2)c1 | 3.7 | -0.1 | 7 | -1 | 380 | -6 | 0.2 | -1 | 5 | 20 | 1.4
Cc1cc(C(=O)CCl)c(C)n1-c1ccon1 | -0.8 | · | -9 | -11 | · | -6 | -1.0 | 6 | 15 | -30 | ·
COc1cc(CC(=O)OCc2cccc([N+](=O)[O-])c2)cc(OC)c1OC | 0.9 | -1.6 | -4 | 18 | -2 | -1 | -0.1 | 0 | -3 | -10 | 0.7
S=C(c1ccc(OCc2ccccc2)cc1)N1CCCC1 | 2.3 | -0.7 | -2 | 7 | -7 | 1 | -3.0 | 14 | 5 | -10 | 4.2
Cc1[nH]c2ccc(C(=O)OC(C)C(=O)NC3(C#N)CCCCC3)cc2c1C (stereo not drawn) | 2.9 | -1.5 | -10 | 22 | 9 | -2 | -0.1 | 0 | -6 | 5 | -1.6
C=CCc1ccc(OCCCOc2ccc(C)c(C)c2)c(OC)c1 | 0.6 | -1.9 | 0 | -23 | -5 | -8 | 2.0 | -9 | -10 | · | 2.6
N#CCOC(=O)[C@H](Cc1ccccc1)N1C(=O)c2ccccc2C1=O | -1.0 | -0.2 | -5 | -13 | -18 | 6 | -1.4 | 6 | 2 | -8 | 0.3
O=C(Nc1ccc(-c2nc3cc(NC(=O)c4cccs4)ccc3o2)cc1)c1cccs1 | 2.2 | -1.2 | 3 | 1 | -8 | 3 | -0.9 | 5 | 0 | · | -0.1
CC1=CC(C)(C)[N+](C)=CN1c1ccccc1 | 1.6 | -1.6 | -3 | -18 | -4 | 8 | -2.2 | 15 | 3 | 5 | 2.4
CCC(C)[C@H]1COCCS(=O)(=O)N1Cc1ccc(C)cc1 (stereo partly drawn) | 3.0 | 0.7 | -6 | -13 | 881* | -5 | -0.3 | 1 | -1 | 13 | 2.1
CCOc1ccc(Cl)cc1/C=N/NC(=O)c1ccccc1 | 2.5 | 0.4 | -1 | -2 | -3 | -10 | 0.7 | -5 | -2 | -15 | 3.4
COc1cc(C2c3c(oc4ccccc4c3=O)C(=O)N2c2nccs2)ccc1O (stereo not drawn) | -4.6 | 0.3 | -9 | 3 | -10 | -11 | -0.5 | 3 | 0 | 55 | 0.3
COCCn1c(SCC(=O)NC2CCCC2)nc2ccccc2c1=O | -1.0 | · | -15 | 2 | · | 2 | 0.1 | 0 | -3 | -32 | ·
O=S(=O)(NCc1ccc2c(c1)OCO2)c1ccc(F)c(F)c1 | 1.9 | 1.8 | 0 | -19 | 2 | 2 | -1.1 | 6 | -11 | 12 | 1.7
O=C(NCc1cccnc1)C(=O)NCC1OCCCN1S(=O)(=O)c1ccccc1 (stereo not drawn) | 1.6 | 0.3 | -7 | -4 | -10 | -9 | -2.0 | 10 | -4 | 6 | 5.0
COC(=O)c1ccccc1NC(=O)n1cc(C)cn1 | -0.5 | -1.9 | -3 | 17 | -17 | 1 | -1.8 | 9 | -15 | 40 | 1.1

Limited to Mot1-301 SUMO, for three of the compounds above:
SMILES | Mot1-301 SUMO
CCN1CCCC1CNS(=O)(=O)c1cc(Br)cc2c1N(C(=O)C1CC1)CC2 (stereo not drawn) | 23
CCOC(=O)C1=C(c2ccccc2)Nc2ncnn2C1c1cc(OC)cc(OC)c1OC (stereo not drawn) | -9
O=C1CN2NC(=S)N(c3ccccc3)C2=CN1c1ccc(Cl)cc1 | -12

Assay outcomes (PubChem BioAssay)
